# NR2E3 ag-1 = activates human NR2E3 receptor; 0.35% of 360,000 active; inhibition of corepressor binding, % at 3.98 µM; Q9Y5X4; AID 602229; CHO-S Gal4-NCOR/VP16-NR2E3 two-hybrid, luciferase;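 active = inhibition above the mean of all tested compounds plus 3 SD, cut at about 70% in these data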;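 also: 0% = DMSO with NR2E3 transfected cells and 100% = cells lacking NR2E3 construct; higher means lower luciferase signal from less NR2E3 corepressor binding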
# Target sequence (Q9Y5X4 whole entry, looked up, the tested form may be a part): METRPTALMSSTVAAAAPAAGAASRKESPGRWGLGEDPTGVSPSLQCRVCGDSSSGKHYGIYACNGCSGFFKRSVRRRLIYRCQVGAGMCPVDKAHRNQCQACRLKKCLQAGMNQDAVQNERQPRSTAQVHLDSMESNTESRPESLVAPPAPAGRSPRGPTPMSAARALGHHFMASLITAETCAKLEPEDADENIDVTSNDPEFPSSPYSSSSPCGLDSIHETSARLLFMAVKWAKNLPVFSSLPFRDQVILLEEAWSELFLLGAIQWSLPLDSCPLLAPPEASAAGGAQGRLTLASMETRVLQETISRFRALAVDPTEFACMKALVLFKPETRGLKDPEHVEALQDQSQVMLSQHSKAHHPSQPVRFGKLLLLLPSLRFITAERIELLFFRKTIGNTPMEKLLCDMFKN
# KKLEB cytotox = CF airway cell cytotoxicity counter-screen; KKLEB CF airway cells viability, ATPlite luminescence, overnight; hits give low values; cells stimulated with P. aeruginosa culture filtrate; activity change (cytotoxicity), % at 5 µM; 0.36% of 360,000 active;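 active = corrected activity change at or below -50% at 5 µM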
# TRAIL sens C8 = caspase-8 TRAIL sensitization; NB7+C8 cells + TRAIL, ATPlite viability luminescence; inhibition (viability loss, TRAIL sensitization), % at 10 µM; 1% of 360,000 active;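 active = compounds causing at least 50% loss of cell viability in the single-dose screen, relative to plate controls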
# Peg3 promoter = inhibitors of Peg3 promoter; HeLa PEG-Prom luciferase reporter, luminescence, overnight; inhibition, % at 20 µM; 1.7% of 360,000 active;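 active = inhibition of at least 50% at 20 µM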
# Shn3 3UTR inh = Schnurri-3 reporter inhibition in Clone20 osteoblasts | 0.52% of 360,000 active | Clone20 osteoblast Shn3 3'UTR firefly luciferase, 24 h | inhibition, % at 12.5 µM;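 active = mean inhibition of at least 75% with every replicate also reaching 75%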;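 also: 0% = median of neutral control wells and 100% = pilot-screen positive control compound; some compounds past the cut are filed as inactive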
# MITF TRPM1 inh = inhibitors of MITF-driven TRPM1 promoter in melanoma cells; 0.83% of 330,000 active; inhibition, % at 12.5 µM; SK-MEL-5 TRPM1 promoter luciferase, 24 h; AID 488899;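 active = mean inhibition across replicates of 60% or more, whatever share of single replicates reaches that level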; also: values of inactives mirror those of a sister screen read the other way
# CF NFkB inh = inhibitors of cystic fibrosis induced NF-kB. KKLEB NF-kB-GFP reporter, PAF-induced, GFP fluorescence overnight. inhibition, % at 5 µM. 0.86% of 360,000 active;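 active = at least 50% inhibition at 5 µM, scaled per plate between neutral and stimulator controls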;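 also: PAF is a Pseudomonas aeruginosa culture filtrate used as stimulus; plate controls were PAF-stimulated DMSO wells for no effect and unstimulated DMSO wells for full effect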
# HIF-2a block = HIF-2a inhibition; 786-0 RCC cells HIF-2a reporter, luciferase luminescence, overnight; inhibition, % at 18.8 µM; 0.72% of 360,000 active;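 active = inhibition of the luminescence signal of 40% or more relative to plate controls, in a single-dose primary screen at 18.75 µM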
# NR2E3 ag-2 = activates human photoreceptor nuclear receptor NR2E3; Q9Y5X4; GST-NR2E3/biotin-RetCOR TR-FRET, 1536-well; inhibition of corepressor binding, % at 4.78 µM; 0.12% of 320,000 active; AID 2300;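 active = percent inhibition above the cutoff of mean plus 3 SD of all tested compounds, set per screening campaign, cut at about 20% in these data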;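 also: 0% = DMSO wells and 100% = biotin wells as full block of FRET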
#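 System: GST-NR2E3 and biotin-RetCOR proteins; probe or stimulus: 7 nM biotin-RetCOR; doses: compound at 4.8 µM, single dose; schedule: Compound–protein incubation for 5 h at 4 °C; detection: time-resolved FRET; read-out: percent inhibition; controls: biotin wells as high control, 0.6% DMSO wells as low control; format: 1536-well plates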
# TROY NFkB inh = blocks TROY-dependent signaling in reporter cells; AID 1347056; Q293 LMP1-TROYcd NF-kB luciferase reporter, 4 h; inhibition, % at 10 µM; 0.98% of 360,000 active;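 active = compounds whose plate-normalised and pattern-corrected inhibition of the luciferase reporter signal at the single screening dose is 50% or more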
# TWEAK-Fn14 inh = TWEAK-Fn14 signaling inhibition. AID 1159606. 2% of 360,000 active. inhibition, % at 10 µM. TWEAK-stimulated Fn14 reporter cells, luciferase luminescence, 8 h; in the data active = inhibition above about 50%
# Starred values were filed as active, the others as inactive; . = no result given.
# Results follow in this order: NR2E3 ag-1	KKLEB cytotox	TRAIL sens C8	Peg3 promoter	Shn3 3UTR inh	MITF TRPM1 inh	CF NFkB inh	HIF-2a block	NR2E3 ag-2	TROY NFkB inh	TWEAK-Fn14 inh
Cc1ccc(C2=NS(=O)(=O)N(C)C(C(=O)Nc3cc(C)n(CC(=O)N4CCC(C)CC4)n3)=C2)cc1
→ 16	4	-5	33	16	8	-7	16	1	3	18
CCOC(=O)Cc1csc(NC(=O)CS(=O)(=O)Cc2ccccc2)n1
→ 1	2	-11	9	23	10	7	17	3	16	10
O=C(NCc1ccccn1)C(=O)NN=C1CCCCCCCCCCC1
→ 3	2	-4	3	4	3	11	10	2	6	-13
CSCCC(NC(=O)c1ccccc1Br)C(=O)NCCCn1nc(C)cc1C (configuration not stated)
→ -1	2	3	-4	11	3	2	19	-2	-20	9
O=C(COC(=O)c1ccc[nH]c1=O)NC1CCCCCC1
→ 5	2	-1	5	3	-12	8	33	3	-16	1
Cc1ccc(S(=O)(=O)Nc2cc(C(=O)NCCN(C)C)ccc2N2CCCC2)cc1
→ -6	3	-3	-2	-14	-5	-16	7	-2	-1	-4
COC(=O)c1ccc(NC(=O)C23CC4CC(C2)CC(n2cnc(Cl)n2)(C4)C3)cc1
→ -8	4	-12	4	-3	25	-4	8	1	-3	-3
OC(c1ccc(Cl)c(F)c1)c1ncc(-c2ccccc2F)[nH]1 (configuration not stated)
→ -16	-3	-13	-5	3	.	-11	-52	.	-7	3
CC1CN(Cc2nc3c(c(=O)n(C)c(=O)n3C)n2Cc2ccccc2)CC(C)O1 (configuration not stated)
→ -23	-7	6	1	-2	.	25	11	2	-1	9
O=C(CSc1nc(N2CCOCC2)nc(N2CCOCC2)n1)Nc1ccccc1F
→ -6	4	-16	20	-2	2	4	4	3	-2	16
C(=NOCCc1ccccc1)c1ccccn1
→ -13	4	-5	-277	-89	-43	1	-214	.	-63	-46
O=C1/C(=C/c2ccccc2)CCC1C1CCCC1 (configuration not stated)
→ 15	4	-1	-194	-44	-61	-7	-151	1	-124	-17
COc1ccc(F)cc1C(=O)C1CCCN(C(=O)c2ccc(C(C)=O)s2)C1 (configuration not stated)
→ -25	2	-1	4	1	-9	-8	-10	-2	-9	-18
O=C(NCc1ccccn1)c1ccc(Br)s1
→ -9	5	15	-50	4	-12	-27	-42	0	-36	-4
Cc1ncc([N+](=O)[O-])n1CCOC(=O)C12CC3CC(CC(C3)C1)C2
→ -15	-1	2	8	6	-2	-19	17	3	-6	-4
CCOc1ccc2nc(NC(=O)c3ccccn3)sc2c1
→ -65	-38	82*	104*	65	80*	-5	-17	3	67*	-5
CCc1ccc(NC(=O)CSc2nc(=O)n(CCCN3CCOCC3)c3c2CCC3)cc1
→ 14	21	-7	26	-20	8	-31	3	1	14	6
CCOc1ccc(CN2CCN(Cc3cnc(-c4ccccc4)s3)CC2CCO)cc1 (configuration not stated)
→ 14	6	12	20	14	10	5	6	-1	-3	2
O=C(OC(C(=O)NCC1CCCO1)c1ccccn1)c1cccs1 (configuration not stated)
→ 10	-4	-12	2	-10	-2	-1	-4	2	-9	4
Nn1c(SCC(=O)Nc2nccs2)nnc1C1CC1
→ -28	16	-26	15	-1	9	1	9	6	-6	-14
Cc1cccc(C)c1-n1nnnc1C1(C)CCC(=O)N1C1CC1 (configuration not stated)
→ 3	.	5	.	.	.	.	0	.	-5	11
CCOc1ccc(S(=O)(=O)n2cc(-c3ccc(F)cc3)c(N)n2)cc1
→ 11	2	4	21	0	-11	-11	-27	-1	17	21
O=C(CCN1CCN(c2ccccc2F)CC1)Nc1cccc(F)c1
→ 1	2	5	-7	-4	4	4	-16	-3	-7	-14
O=C(c1ccco1)N1CCCC(Nc2ccc3c(c2)OCCO3)C1 (configuration not stated)
→ -64	7	7	-105	-59	-32	1	-135	-2	-30	10
CC1CCN(C(=O)COc2cccc3c2CCN(Cc2ccccc2)C3=O)CC1
→ 23	-2	16	-2	14	0	12	9	3	5	-23
CC(C)(C)c1ccc(CSc2nc(N)cc(=O)[nH]2)cc1
→ 96*	-11	2	-176	25	-2	-18	-92	0	1	-6
CCn1c(CC(=O)Nc2cccc(OC)c2)nnc1SCC(=O)N1CCN(c2ccccc2)CC1
→ 14	8	6	4	13	13	-5	10	4	-1	-7
COC(=O)CCN(C(=O)c1ccc(OC(C)=O)cc1)c1ccccn1
→ -9	7	-1	10	-9	1	-7	16	-2	-8	-1
CCCC1c2ccc(C)n2CCN1C(=O)Nc1ccc(F)cc1 (configuration not stated)
→ -4	-3	1	-30	-10	0	17	-39	-2	-15	-13
Cc1cccc(C)c1OCCSc1n[nH]c(N)n1
→ 3	8	12	2	-28	2	-6	1	-1	-32	-2
Cc1ccccc1NC(=S)NCCc1ccccn1
→ 7	-2	-1	5	0	1	-14	-20	-2	-6	0
Clc1ccc(CSc2nncn2-c2ccccn2)cc1
→ 3	-4	-2	14	-8	-11	-7	-11	-4	6	-20
CCOC(=O)c1cnc2ccc(C(=O)OC)cc2c1Nc1ccc(C(=O)O)cc1
→ 13	-2	0	10	3	9	7	12	0	-26	12
Cc1sc(NC(=O)CSc2nnc(-c3ccccc3)o2)c(C#N)c1C
→ 8	-5	-11	-28	-20	-11	-10	-107	3	-62	-23
CCCCN(C(=O)CCNC(=O)NC12CC3CC(CC(C3)C1)C2)c1c(N)n(CCC)c(=O)[nH]c1=O
→ 4	-8	6	13	-13	-11	14	7	3	8	-1
O=C(CCc1nc2ccccc2c(=O)[nH]1)Nc1nc(-c2cccs2)cs1
→ -23	9	2	-20	-6	-14	-5	15	-7	3	23
COCCn1c(=NC(=O)CSC(C)=O)sc2cc(F)ccc21
→ -4	1	-2	4	-7	-2	6	10	1	8	-1
CCC(NC(=O)NCc1ccccc1)(C(F)(F)F)C(F)(F)F
→ -1	9	17	4	-9	-8	-4	4	-1	3	-96
Cc1ccc2c(c1)N(S(=O)(=O)c1ccc3c(c1)NC(=O)CC(=O)N3)CCO2
→ -7	6	3	15	8	-2	-16	6	4	-9	3
COc1ccc(NC(=O)N(C)C[C@H]2Oc3c(NC(=O)NC4CCCCC4)cccc3C(=O)N([C@H](C)CO)C[C@@H]2C)cc1
→ 4	3	8	-6	7	-2	-9	4	.	0	-10
COc1ccccc1CCNC(=O)c1ccccc1SCC(=O)N1CCCC1
→ 13	-9	-1	-19	-18	19	3	1	-1	-12	10
CCc1ccc(NC(=O)CSc2nc(=O)n3cc(C)ccc3n2)cc1
→ 5	-7	-2	-30	11	-15	20	-12	-3	-6	1
CCOC(=O)c1sc(=S)n(-c2ccccc2Cl)c1SC
→ 6	10	7	27	3	5	13	3	-3	8	15
C/C(=N\Nc1ccc([N+](=O)[O-])cc1)c1ccc(O)cc1
→ -79	3	-11	-219	46	-58	-31	-349	8	-36	-21
CCOC(=O)c1c(NC(=O)c2ccco2)sc(C(=O)N2CCCC2)c1C
→ -28	-15	17	13	0	-9	15	-5	2	6	-5
C#Cc1ccc(CN2CCCC(C(=O)Nc3ccccc3Oc3cccnc3)C2)cc1 (configuration not stated)
→ 1	8	10	13	17	17	4	6	-1	-5	-17
O=C1c2ccccc2NC(c2ccncc2)N1c1ccccn1 (configuration not stated)
→ -16	8	6	29	6	-12	-3	-1	1	1	8
COc1cccc(NC(=O)Cn2c(=O)oc3cc(S(=O)(=O)N4CCCC4)ccc32)c1
→ -20	-3	2	20	26	-2	-1	16	-2	1	13
CCOC(=O)c1c(NC(=O)/C=C/C(=O)O)sc(C)c1-c1ccc(C(C)(C)C)cc1
→ 53	-86*	28	29	57	35	66*	-21	0	90*	98*
COc1ccc2oc(C(=O)OCC(=O)N(Cc3ccccc3)C(C)C)c(C)c2c1
→ -10	-15	11	11	4	3	-3	7	-2	-6	-27
CCn1cc(C(=O)O)c(=O)c2cc(F)c(N3CCN(C(=S)NC(=O)c4ccc(F)cc4)CC3)cc21
→ -10	-8	-12	13	.	1	-3	12	4	-8	-17
O=C(O)C1CCN(C(=O)c2cccc3ccccc23)CC1
→ 32	13	12	-13	-17	7	-1	-1	0	-15	-5

# A portion of the library. The share of hits here may be higher or lower than overall.
